# NPR2 activator: GC-B (human) receptor activation. P20594. HEK293-GC-B cells, CNP EC30, cGMP TR-FRET; 0% at EC30 CNP, 100% saturating CNP. activation, % at 10 µM. actives 0.11% (n = 370,000);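 active = activation at 10 µM reaching about 35% in either raw or pattern-adjusted values, limit read from the data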
# hgDAF12 agonist: activates the H. glycines DAF-12 receptor ligand-binding domain | HEK293 GAL4-hgDAF12 UAS-luciferase reporter, agonist luminescence; normalized to butyrate control | actives 1.8% (n = 370,000) | activation, % at 6.8 µM | AID 687014;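 active = activation above a cutoff set at the mean of all screened compounds plus 3 SD, cut at about 10% in these data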;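 also: 0% = DMSO wells and 100% = sodium butyrate wells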
# SMARCA2 activ: SMARCA2 function activation, primary screen. MG213 cells, MMTV-luciferase reporter, dexamethasone, overnight. activation, % at 9.1 µM. actives 1% (n = 370,000). AID 652017; in the data active = activation above about 7.8%;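 also: 0% = vehicle wells and 100% = reference activator wells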
# proKLK7 act: activates the human kallikrein-7 zymogen. P49862. purified proKLK7, EDANS-DABCYL substrate fluorescence; 100% is mature enzyme control, 0% vehicle. activation, % at 7 µM. actives 0.9% (n = 370,000). AID 652039;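 active = activation above the mean of all tested compounds plus 3 SD, computed per campaign excluding outliers beyond control limits, cut at about 13% in these data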
# Target sequence (P49862 whole entry, looked up): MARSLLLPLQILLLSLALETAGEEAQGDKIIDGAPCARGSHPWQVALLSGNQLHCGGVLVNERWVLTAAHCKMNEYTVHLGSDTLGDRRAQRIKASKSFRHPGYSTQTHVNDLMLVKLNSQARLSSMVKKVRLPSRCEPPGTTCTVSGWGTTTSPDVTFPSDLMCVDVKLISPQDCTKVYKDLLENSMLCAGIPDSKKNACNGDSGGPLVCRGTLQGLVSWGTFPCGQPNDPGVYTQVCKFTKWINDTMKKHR
# DAX1 inh-1: inhibitors of human orphan nuclear receptor DAX1 (NR0B1) | inhibition, % at 6.75 µM | actives 0.99% (n = 340,000) | P51843 | AID 504766 | HEK293 Gal4-DAX1 luciferase reporter, luminescence;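 active = inhibition above the mean over all tested compounds plus 3 SD, cut at about 4.2% in these data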;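 also: 0% = DAX1-transfected cells with DMSO and 100% = empty-vector control cells with DMSO; inhibition shows as a rise in luminescence from relieved DAX1 repression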
# Target sequence (P51843 207-470 limits assumed): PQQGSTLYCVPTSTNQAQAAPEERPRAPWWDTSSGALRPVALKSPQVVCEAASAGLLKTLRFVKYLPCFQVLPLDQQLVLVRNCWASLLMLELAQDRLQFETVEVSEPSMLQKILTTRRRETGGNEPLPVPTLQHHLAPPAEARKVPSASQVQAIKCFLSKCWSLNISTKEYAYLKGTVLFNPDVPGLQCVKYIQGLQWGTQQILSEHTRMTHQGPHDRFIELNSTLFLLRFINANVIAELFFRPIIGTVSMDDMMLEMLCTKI
# NPR1 activator: GC-A (human) enzyme activation. HEK293 GC-A cells, cGMP TR-FRET, EC30 ANP; 0% at EC30 ANP, 100% saturating ANP. actives 0.14% (n = 370,000). AID 1671463. P16066. activation, % at 10 µM; in the data active = activation above about 40%
# hcDAF-12 act: activators of H. contortus DAF-12 nuclear receptor; activation, % at 6.8 µM; actives 1.4% (n = 370,000); HEK293 hcDAF-12 lit1-tk-luc reporter, luminescence; 0% DMSO, 100% Δ7-dafachronic acid; AID 652067;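 active = activation above the mean of all tested compounds plus 3 SD, cut at about 5.5% in these data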;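 also: 100% = response to 3 µM Δ7-dafachronic acid high control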
# ssDAF-12 act: activators of S. stercoralis DAF-12 nuclear receptor; HEK293 ssDAF-12/GRIP1 lit1-tk-luc reporter, luminescence; % of 3 µM dafachronic acid response; activation, % at 6.8 µM; actives 1% (n = 370,000);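 active = activation above the mean over all tested compounds plus 3 SD, cut at about 0.9% in these data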;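 also: 0% = DMSO-only wells and 100% = 3 µM delta7-dafachronic acid wells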
# GAA850 FXN act: increases GAA850 frataxin promoter reporter activity | HEK293 lucGAA850 FXN promoter luciferase reporter, 24 h; percent of 10 µM SAHA response | actives 0.56% (n = 360,000) | activation, % at 6 µM | AID 540364;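 active = activation above the average of all compounds screened plus 3 SD, cutoff fixed separately per campaign, cut at about 7.5% in these data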;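 also: 0% = DMSO wells and 100% = 10 µM SAHA wells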
# HGIII-sPLA2 inh: Inhibits HGIII-sPLA2 liposome hydrolysis, primary screen; Q9NZ20; QFRET BODIPY PC-A2 liposome hydrolysis, fluorescence; inhibition, % at 12.2 µM; actives 0.56% (n = 370,000); AID 743126;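 active = inhibition above mean plus 3 SD of compounds lying within the high and low control bounds, cut at about 19% in these data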;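 also: 0% = median of test compound wells and 100% = no enzyme DMSO wells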
# Target sequence (Q9NZ20 whole entry, looked up): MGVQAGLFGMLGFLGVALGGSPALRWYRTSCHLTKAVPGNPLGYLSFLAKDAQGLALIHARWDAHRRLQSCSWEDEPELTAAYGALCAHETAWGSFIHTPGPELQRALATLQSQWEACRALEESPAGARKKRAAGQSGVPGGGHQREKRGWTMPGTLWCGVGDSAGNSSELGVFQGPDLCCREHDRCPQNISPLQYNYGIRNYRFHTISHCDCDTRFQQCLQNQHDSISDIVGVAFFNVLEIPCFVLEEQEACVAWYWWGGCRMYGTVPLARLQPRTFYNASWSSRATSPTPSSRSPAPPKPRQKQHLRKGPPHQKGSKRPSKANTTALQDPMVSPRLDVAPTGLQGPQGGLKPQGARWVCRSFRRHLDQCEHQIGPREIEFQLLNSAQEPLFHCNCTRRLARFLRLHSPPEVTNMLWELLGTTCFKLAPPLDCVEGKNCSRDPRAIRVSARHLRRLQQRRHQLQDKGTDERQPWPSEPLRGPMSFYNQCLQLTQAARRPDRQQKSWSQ
# DAX1 inh-2: inhibitors of DAX1 repression of SF-1 activated StAR promoter | HEK293T StAR-luciferase reporter, SF-1/DAX-1 repression relief | inhibition, % at 6.8 µM | actives 1.1% (n = 370,000) | AID 652010;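 active = inhibition above the mean over all tested compounds plus 3 SD, cut at about 3.6% in these data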;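 also: 0% = DAX-1 cells with DMSO and 100% = cells lacking DAX-1 with DMSO; higher inhibition means more luminescence from relief of DAX-1 repression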
# * hit, by the source's call; nt = not tested or not shown. An unsorted share of the library; 6.7% or so of the library scored in one or more.
SMILES,NPR2 activator,hgDAF12 agonist,SMARCA2 activ,proKLK7 act,DAX1 inh-1,NPR1 activator,hcDAF-12 act,ssDAF-12 act,GAA850 FXN act,HGIII-sPLA2 inh,DAX1 inh-2
CN1Cc2nnn(Cc3ccccc3)c2-c2ccccc2S1(=O)=O,3,2.5,-3,0.7,nt,3,-2.3,-0.9,nt,6,-0.6
COc1ccc(-n2c(Cc3cccn3C)nnc2SCC(=O)NCC2CCCO2)cc1 (stereo unspecified),-1,-2.2,-2,0.0,3.4,2,0.6,-0.4,0.3,8,1.3
c1ccc(CNc2nc3ccccc3n3cnnc23)cc1,2,-2.2,2,0.5,0.6,2,-0.4,-1.9,5.3,4,-0.5
Cc1cc(CN2CCC(n3nccc3NC(=O)c3ccccc3C)CC2)n[nH]1,1,0.6,-1,-0.3,-0.4,3,0.4,-0.4,3.2,5,-0.8
Cc1ccc2nc(/C(C#N)=C/c3ccccc3C(=O)O)[nH]c2c1,2,4.9,3,-0.9,8.4*,1,4.4,1.0*,4.8,-17,0.0
COCC1CCCN(Cc2cn[nH]c2-c2cc3ccccc3o2)C1 (stereo unspecified),-4,-1.1,1,0.1,-1.9,-2,-0.5,-0.3,-0.3,-13,-0.3
COc1ccc(C(=O)Nc2ccc(NC(=O)C(C)C)nc2)cc1,3,-1.4,-3,-0.1,-0.9,-5,-2.0,-1.1,-1.4,5,-0.6
Nc1nc(-c2ccc(Oc3ccccc3)cc2)c(CC(=O)O)s1,1,-0.4,-1,0.8,-0.8,9,-0.1,-1.7,0.9,-2,-0.1
CCN(CC)S(=O)(=O)c1ccc(C(=O)NCC(=O)NC2CC2)cc1,1,-1.4,-3,0.7,1.1,-1,-0.6,-0.4,0.5,12,1.0
CC1(c2ccccn2)Nc2ccccc2-c2nc3ccccc3n21 (stereo unspecified),0,11*,4,56*,4.4*,2,1.6,0.0,0.5,3,1.1
COc1ccc(C=C(c2nc3ccccc3s2)c2nc3ccccc3s2)cc1O,-10,-2.7,-1,-4.0,-3.0,-5,1.4,-1.7,-4.4,-35,-1.7
COc1ccccc1-c1noc2ncnc(Nc3ccc4c(c3)OCO4)c12,2,-1.4,0,0.1,1.1,2,-0.8,-0.9,1.9,2,-0.5
C/C(=N/NC(=O)c1ccc(C)s1)c1ccncc1,4,4.1,1,-0.4,1.8,-2,4.5,-0.6,4.1,0,1.1
CC1(C)OCC(CNC(=O)c2[nH]c(C(F)(F)F)nc2-c2ccccc2)O1 (stereo unspecified),2,-1.2,-5,-0.4,nt,3,-1.0,-1.2,nt,11,1.6
COC(=O)[C@]12CCCCC=C1N(CCC1=CCCCC1)C(=O)[C@H](CC(=O)NCC1CCCCC1)C2,6,-3.4,-4,0.5,nt,0,-0.1,-1.7,nt,0,0.5
CC(NC(=O)CSCc1ccccc1Br)c1ccccc1 (stereo unspecified),0,-1.6,0,-0.7,-0.1,-1,-0.7,-1.3,3.7,3,-0.4
CN(CCO)c1ccc(-c2n[nH]c(=O)c3ccccc23)cc1[N+](=O)[O-],-6,-1.1,-4,0.3,-0.6,-3,0.8,-1.5,1.8,7,-0.1
O=C(OC1CCCCC1=O)c1cc(=O)c2ccccc2o1 (stereo unspecified),0,0.8,-1,-0.7,-0.1,1,0.4,-0.5,0.6,-1,0.0
CN1CCN(c2ccccc2NC(=O)C(Cc2ccccc2)n2cccc2)CC1 (stereo unspecified),-7,-1.9,1,0.9,-0.3,-10,1.1,-0.4,7.4,-19,-0.1
COc1ccc(N(CC(=O)Nc2ccc(S(=O)(=O)N3CCOCC3)cc2)S(=O)(=O)c2ccc(F)cc2)cc1,0,-1.7,0,-0.1,0.3,-6,-1.9,-1.3,-1.8,-37,-1.0
CC(=O)C1=C(O)CC(c2ccccc2)CC1=NCCc1c(C)[nH]c2ccc(C)cc12 (stereo unspecified),-4,0.3,3,0.5,0.5,-9,-0.1,-0.7,-0.6,-1,0.1
Cc1ccc(NC(C#N)c2ccccc2OCc2ccccc2)cc1 (stereo unspecified),6,-1.6,4,0.6,0.3,-8,-1.0,-1.3,-1.0,2,-0.9
CCCN(CC(=O)Nc1cc(Cl)ccc1Cl)C(=O)/C=C/c1ccco1,0,2.3,4,0.1,1.1,-2,-0.4,-1.4,2.5,-6,-0.5
CN(C)c1nc(C(N)=O)nc(N2CCOCC2)n1,9,-1.9,1,-0.5,-0.3,-2,-1.4,-1.4,1.7,2,-0.1
CC1CCCCN1C(=O)Cn1c(=O)oc2cc(S(=O)(=O)N3CCCC3)ccc21 (stereo unspecified),1,-1.3,-1,-0.3,0.9,0,0.3,-1.5,3.0,0,-0.4

# 3 compounds from above, reduced to DAX1 inh-1 and hcDAF-12 act:
Compound	DAX1 inh-1	hcDAF-12 act
CN(CCO)c1ccc(-c2n[nH]c(=O)c3ccccc23)cc1[N+](=O)[O-]	-0.6	0.8
O=C(OC1CCCCC1=O)c1cc(=O)c2ccccc2o1 (stereo unspecified)	-0.1	0.4
CN1CCN(c2ccccc2NC(=O)C(Cc2ccccc2)n2cccc2)CC1 (stereo unspecified)	-0.3	1.1

# Later entries:
SMILES,NPR2 activator,hgDAF12 agonist,SMARCA2 activ,proKLK7 act,DAX1 inh-1,NPR1 activator,hcDAF-12 act,ssDAF-12 act,GAA850 FXN act,HGIII-sPLA2 inh,DAX1 inh-2
O=C(NCCN1CCOCC1)c1ccc(CS(=O)(=O)Cc2ccccc2F)o1,6,0.4,0,-0.8,-0.9,-4,0.5,-1.0,-0.1,2,0.2
Cc1cccc(NC(=O)CNC(=O)[C@H]2O[C@@H](n3ccc(N)nc3=O)[C@H](O)[C@@H]2O)c1C,-8,2.9,-1,0.7,nt,-1,0.1,-0.9,nt,1,2.9
C=CC[C@@H]1NN2C(=O)[C@@H](CCc3ccccc3)[C@@H]3c4ccccc4C=NN3[C@@H]2c2ccccc21,1,5.3,-2,0.1,nt,1,-1.9,-1.0,nt,14,-0.8
CN1CCN(C2=C(Cl)C(=O)N(Cc3ccccc3)C2=O)CC1,1,-2.4,2,0.1,-1.3,-1,0.6,-0.8,0.0,-2,-0.3
CCn1nc(C)cc1C(=O)N1CCCC(N2CCN(c3cccc(Cl)c3)CC2)C1 (stereo unspecified),0,-3.9,-2,0.9,-1.3,-2,-1.8,-1.7,0.0,6,-2.3
CC(=O)NC(=S)NNC(=O)COc1ccc(Br)cc1,-1,2.7,2,0.3,1.8,0,1.8,-0.3,1.4,-6,0.5
COc1ccccc1OCCNC(=O)c1ccc(Br)cc1,-7,4.6,8.8*,0.1,1.7,2,1.0,-0.6,2.2,14,1.8
COc1ccc(/C=C/c2nc(S(=O)(=O)c3ccccc3)c(NCCCN(C)C)o2)cc1OC,-1,0.0,-4,2.0,0.7,-5,-0.1,-1.5,3.1,11,-0.2
CCOc1ccccc1NC(=O)COc1coc(CN2CCCc3ccccc32)cc1=O,0,3.1,1,-0.3,-0.2,2,1.3,0.1,-0.2,-10,-0.2
O=C(Nc1cccs1)Nc1ccccc1Cl,-9,3.5,2,0.3,-1.0,1,-0.5,-1.2,2.4,-5,-0.8
O=C(Nc1nc(-c2ccc(F)c(F)c2)cs1)c1cnccn1,-7,1.5,2,-0.4,1.8,1,2.5,0.3,-0.1,-2,0.2
Cc1ccccc1NC(=O)CSc1nc2scc(C)c2c(=O)[nH]1,2,3.8,-1,-0.5,0.8,-2,-2.0,-0.2,-0.7,-1,-0.6
CCCn1c(SCC(=O)N2CCN(C(C)=O)CC2)nc2sc3c(c2c1=O)CCC3,5,-5.0,0,-0.1,0.1,-6,-2.5,-1.3,-1.1,16,-2.3
CCOc1ccc(OCc2ccc(C(=O)Nc3cccnc3)o2)cc1,1,3.3,4,-0.2,-0.1,-2,-0.8,-1.1,2.0,-9,-0.8
O=C(c1ccc2c(=O)n(C3CCCC3)c(=S)[nH]c2c1)N1CCCCCC1,1,-4.5,1,0.1,-1.1,-2,-2.6,-2.6,-2.3,4,-2.3
CN(C(=O)C1CCC(=O)N(C2CC2)C1)C1CCCCC1 (stereo unspecified),-2,-1.7,-2,-0.9,0.1,0,-0.7,-0.9,-1.3,6,0.5
COc1ccc(OC)c(/C=N/NC(=O)CC(=O)NCc2ccccc2)c1,6,0.0,2,10,0.6,1,-0.2,-1.9,0.2,1,0.7
CCOC(=O)C1(CC2CCCCO2)CCN(Cc2cc(F)ccc2-n2cccn2)CC1 (stereo unspecified),-7,0.3,1,1.1,-0.3,-3,1.4,0.0,-0.8,-4,-0.5
COc1cccc(-c2cc(N)nn2C(=O)Nc2ccc(Cl)cc2)c1,-7,2.8,2,0.1,0.1,5,1.5,-0.9,0.8,-3,0.6
CCOc1ccc(-n2c(=S)sc3c(=O)n(-c4ccccc4)c(SC)nc32)cc1,-3,-2.7,-1,0.1,0.0,1,-0.7,0.0,4.2,3,-0.7
Cc1cc(C)n2ncc(C(=O)Nc3ccc(Cl)c(Cl)c3)c2n1,-4,-3.7,0,-0.3,-0.6,5,-0.8,-0.3,-0.3,7,-0.1
CCN(C(=O)CSc1nc(C)cc(=O)[nH]1)C1CCCCC1,-4,1.1,0,0.5,0.2,2,1.4,-1.6,0.1,-7,0.6
Cc1ccc(S(=O)(=O)NCc2cn3c(C)csc3n2)cc1,0,-0.7,0,-0.5,-0.1,-3,-1.3,-1.5,2.3,3,-0.4
Cc1onc(-c2c(Cl)cccc2Cl)c1NC(=O)N(C)N,2,-1.1,-2,-0.2,1.0,-4,-0.7,-1.6,1.6,-1,-0.1
O=C(NO)c1ccc(C(=O)N(C2CCCCC2)C2CCCCC2)cc1,5,0.4,-2,0.8,-0.2,3,0.2,-1.1,-1.8,-34,0.1
# Going on with the list:
SMILES,NPR2 activator,hgDAF12 agonist,SMARCA2 activ,proKLK7 act,DAX1 inh-1,NPR1 activator,hcDAF-12 act,ssDAF-12 act,GAA850 FXN act,HGIII-sPLA2 inh,DAX1 inh-2
COCCNc1nc(-c2ccccc2F)c2sc(-c3ccccc3)cc2n1,-14,-0.6,-1,-11,nt,1,-2.5,-1.4,-5.3,-16,-2.1
O=C(COC(=O)c1ccncc1)NC(=O)C1CCCCC1,-2,-0.4,1,0.1,1.5,0,-0.6,-0.5,1.1,0,0.1
Cc1ccc(NC(=O)n2ncc3c(C)cccc32)c(C)c1,-7,2.2,1,0.2,1.5,-8,-0.1,0.3,5.0,15,0.5
CCOC(=O)COC(=O)c1ccc(Oc2cc(C)nc(SC)n2)cc1,-3,0.1,-3,-0.2,0.2,6,-2.0,-1.1,1.7,0,0.1
COc1ccc(N(C=O)C(=S)SC)cc1,2,-0.1,-4,0.5,-0.4,5,-0.1,-1.1,-0.7,7,-0.4
O=c1[nH]c2cc3c(cc2cc1CN(CCc1ccccc1)C(=S)NCCCN1CCOCC1)OCCO3,-2,2.4,-2,7.0,1.1,0,0.7,-1.9,0.0,-3,0.3
C[C@@H]1CN([C@@H](C)CO)S(=O)(=O)c2ccc(Br)cc2O[C@H]1CN(C)C(=O)c1ccc2c(c1)OCO2,-9,-3.4,2,-0.3,0.8,-17,-3.2,-1.0,-1.1,0,-0.9

# Screens from PubChem.
